From PubChem BioAssay
FadD28 FP inh: inhibitors of Mycobacterium tuberculosis FadD28 bisubstrate binding | inhibition, % at 12.5 µM | 360,000 compounds, 0.22% hits | FadD28 bisubstrate probe binding, fluorescence polarization; in the data active means inhibition above about 8.5%, passing the limit was not always enough; inconclusive means no clear call, values can overlap the other calls
GDH-TPI inh: inhibits GDH-TPI coupling enzymes, artifact for Mtb FBA screen | GDH-TPI coupled enzyme counterscreen, NADH absorbance | inhibition, % at 4.8 µM | 360,000 compounds, 1.2% hits; in the data active means inhibition above about 30%;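 further: 0% = DMSO wells and 100% = wells lacking the enzyme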
FBA Mtb inh: Mtb fructose-bisphosphate aldolase inhibition | inhibition, % at 1 µM | P9WQA3 | purified M. tuberculosis FBA, fluorescence read-out | 360,000 compounds, 2.3% hits; in the data active means inhibition above about 27%;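 further: 0% = vehicle and 100% = reference inhibitor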
MazEF act: increases E. coli MazEF RNase cleavage of RNA; 350,000 compounds, 0.32% hits; activation, % at 20 µM; FAM/BHQ RNA-DNA oligo cleavage fluorescence, 5 h; in the data active means activation above about 50%
Target sequence (P0AE70 whole entry, looked up): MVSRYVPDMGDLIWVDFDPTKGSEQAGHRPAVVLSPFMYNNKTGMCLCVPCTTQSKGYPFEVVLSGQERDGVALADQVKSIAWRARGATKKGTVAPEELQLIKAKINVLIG
PrPC TRFRET: cell surface PrPC inhibition, primary TR-FRET screen. P04156. TR-FRET read-out. inhibition, % at 13.8 µM. 370,000 compounds, 0.43% hits; in the data active means inhibition above about 24%; further: 0% = median of the test wells and 100% = reference compound wells
BoNT F protease: BoNT F light chain protease inhibition | Multiplex microsphere protease cleavage assay, flow cytometry | 360,000 compounds, 0.22% hits | inhibition, % at 10 µM | AID 588497; in the data active means inhibition above about 35%, passing the limit was not always enough; inconclusive means no clear call, values can overlap the other calls; further: plate controls were buffer without enzyme for full effect and enzyme alone for no effect
UGM FP inh: blocks M. tuberculosis UGM enzyme | P9WIQ1 | inhibition, % at 10 µM | 320,000 compounds, 0.06% hits | AID 504406 | purified UGM, fluorescence polarization probe displacement; in the data active means inhibition above about 10%, passing the limit was not always enough; inconclusive means no clear call, values can overlap the other calls
Target sequence (P9WIQ1 whole entry, looked up): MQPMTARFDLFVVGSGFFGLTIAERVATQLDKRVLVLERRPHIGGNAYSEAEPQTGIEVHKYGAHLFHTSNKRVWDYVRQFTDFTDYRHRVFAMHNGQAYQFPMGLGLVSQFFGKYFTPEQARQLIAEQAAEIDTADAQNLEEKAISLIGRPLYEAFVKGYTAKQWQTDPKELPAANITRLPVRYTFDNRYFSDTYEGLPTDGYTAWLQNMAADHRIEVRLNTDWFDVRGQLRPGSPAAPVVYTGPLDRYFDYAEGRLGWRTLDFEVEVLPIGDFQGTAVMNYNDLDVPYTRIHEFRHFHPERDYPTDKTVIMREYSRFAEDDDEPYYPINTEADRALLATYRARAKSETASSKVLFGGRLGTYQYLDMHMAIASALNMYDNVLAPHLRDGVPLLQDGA
Mtb BioA inh: BioA (M. tuberculosis) enzyme inhibition | purified M. tuberculosis BioA enzyme, plate reader | inhibition, % at 9.99 µM | 360,000 compounds, 0.096% hits | AID 602481; in the data active means inhibition above about 40%; inconclusive means no clear call, values can overlap the other calls
Rv3671c inh: Rv3671c (M. tuberculosis) protease inhibition; AID 2606; inhibition, % at 5.96 µM; 320,000 compounds, 0.048% hits; in the data active means inhibition above about 38%;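 further: extracellular domain of Rv3671c used as enzyme; 0% = enzyme with DMSO and 100% = no enzyme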
Target sequence (P9WHR9 whole entry, looked up, the tested form may be a part): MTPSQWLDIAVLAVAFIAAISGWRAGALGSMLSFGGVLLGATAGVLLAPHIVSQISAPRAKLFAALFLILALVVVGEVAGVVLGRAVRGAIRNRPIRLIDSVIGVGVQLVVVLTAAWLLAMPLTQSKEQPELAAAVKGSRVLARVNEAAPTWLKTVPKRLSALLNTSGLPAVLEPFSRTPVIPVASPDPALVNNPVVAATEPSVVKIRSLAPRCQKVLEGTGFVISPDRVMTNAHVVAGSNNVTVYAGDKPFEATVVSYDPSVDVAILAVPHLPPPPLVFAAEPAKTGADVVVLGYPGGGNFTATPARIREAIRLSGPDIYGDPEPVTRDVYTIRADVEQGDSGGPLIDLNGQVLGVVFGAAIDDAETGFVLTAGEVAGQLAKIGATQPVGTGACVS
An asterisk follows results filed as active; ? = inconclusive; . = not tested or not shown.

SMILES,Mtb BioA inh,FBA Mtb inh,BoNT F protease,PrPC TRFRET,MazEF act,Rv3671c inh,UGM FP inh,GDH-TPI inh,FadD28 FP inh
Cc1nc(C)n(C(Oc2ccc(Cl)cc2Cl)C(=O)C(C)(C)C)n1 (stereo not given),2.1,-1,?,5,3,-5,-0.5,7,-0.7
Cc1cccc(C(C)C)c1NS(=O)(=O)c1cn(C)nc1C,0.7,1,-4,2,5,5,1.6,-4,-1.2
CCC1CCCCN1CC(C)(C)NS(=O)(=O)c1ccccc1 (stereo not given),-0.6,1,-2,-5,-3,9,0.5,10,-0.8
CC1C(=O)N2CCCc3cc(S(=O)(=O)N4CCN(c5ccc(F)cc5)CC4)cc1c32 (stereo not given),0.0,2,9,-1,6,-2,1.1,5,-4.2
C=CCn1c(=N)n(CC(=O)c2ccccc2)c2ccccc21,-2.6,5,-5,4,6,10,1.9,6,-0.7
Cc1ccc(NC(=O)C2CCCN2C(=O)OCc2ccccc2)c(C)c1 (stereo not given),8.8,3,-4,-3,-3,9,3.6,-5,-0.4
CC(C)CC(C(=O)Nc1ccccc1)N1C(=O)C2C3C=CC(C3)C2C1=O (stereo not given),-1.4,5,5,2,-6,3,1.9,4,-2.6
CCOC(=O)c1oc2cc(O)c(CC)cc2c(=O)c1-c1cscn1,2.3,-6,1,1,16,7,2.8,4,-4.3
CN(Cc1ccccc1)C(=O)c1ccc(Nc2nc(C(N)COCc3ccccc3)cs2)nc1 (stereo not given),-1.0,-1,-21,5,.,.,.,8,-3.5
O=c1cnnc(Nc2cccc(F)c2)[nH]1,0.2,4,1,4,-3,-4,3.0,-2,-0.6
CC1CCc2cc(F)cc3c(O)c(C(=O)NCCN(C)C)c(=O)n1c23 (stereo not given),-0.2,5,-25,12,0,-7,1.6,0,-2.0
O=C(Nc1ccc(F)cc1)c1nc[nH]c1C(=O)Nc1ccccc1[N+](=O)[O-],-1.3,-4,0,1,-15,-9,0.1,7,-4.3
CCOC(=O)C1=CCN(S(=O)(=O)c2ccc(C)cc2)C1c1cccs1 (stereo not given),-0.6,2,3,11,.,.,.,.,-0.9
COc1cccc(CN(C(=O)Cn2nnc(-c3ccccc3F)n2)C(C(=O)NC(C)(C)C)c2ccncc2)c1 (stereo not given),.,5,-3,9,3,-4,2.1,6,-0.4
COc1ccc(N2C(N)=C(C#N)C(c3ccsc3)C3=C2CCCC3=O)c(OC)c1 (stereo not given),5.3,3,-1,5,4,-5,-0.6,-7,-3.9

Structures from the list above that contain a tert-butyl group:
SMILES,Mtb BioA inh,FBA Mtb inh,BoNT F protease,PrPC TRFRET,MazEF act,Rv3671c inh,UGM FP inh,GDH-TPI inh,FadD28 FP inh
Cc1nc(C)n(C(Oc2ccc(Cl)cc2Cl)C(=O)C(C)(C)C)n1 (stereo not given),2.1,-1,?,5,3,-5,-0.5,7,-0.7
COc1cccc(CN(C(=O)Cn2nnc(-c3ccccc3F)n2)C(C(=O)NC(C)(C)C)c2ccncc2)c1 (stereo not given),.,5,-3,9,3,-4,2.1,6,-0.4

Remaining list, next part.
SMILES,Mtb BioA inh,FBA Mtb inh,BoNT F protease,PrPC TRFRET,MazEF act,Rv3671c inh,UGM FP inh,GDH-TPI inh,FadD28 FP inh
CC(Sc1ncn[nH]1)C(=O)Nc1cc(C(F)(F)F)ccc1Cl (stereo not given),-0.5,0,4,9,-3,-4,1.5,14,1.0
COC(=O)Nc1ccc(S(=O)(=O)N2c3ccccc3CCC2C)cc1 (stereo not given),2.8,-5,1,28*,-9,2,2.4,-5,-1.3
Cc1cc(OCC(=O)N2CCOCC2)ccc1NC(=O)c1ccccc1C,-0.5,0,1,-10,1,-5,1.6,0,0.5
CCN(CC(=O)Nc1ccccc1OC)C(=O)c1cc(S(=O)(=O)N2CCCCCC2)ccc1OC,0.6,-2,-3,1,4,3,-0.7,-1,-2.6
COc1cc(C(=S)N2CCOCC2)cc(OC)c1OC(=O)c1cc([N+](=O)[O-])c(C)c([N+](=O)[O-])c1,0.7,6,14,2,6,8,1.2,-5,1.3
CCOc1ccc2[nH]cc(C(=O)NCCCN3CCOCC3)c(=O)c2c1,-2.6,9,-2,-4,4,-13,-0.7,2,-0.9
CC1(C)C(=O)Nc2ccccc2N1C(=O)CSc1nnc2c(Cl)cc(Cl)cn12,.,5,11,-10,-5,-1,4.2,6,-1.9
CCN(CC(=O)NCc1ccc(Cl)cc1)C(=O)c1cc(S(=O)(=O)NCc2ccccc2)ccc1C,0.3,1,-7,-1,3,0,-5.7,4,0.3
O=C(O)CSc1c2c(nc3cc(C(=O)Nc4cccc(C(F)(F)F)c4)ccc13)CCC2,5.4,-1,10,1,5,-46,-2.5,9,-18
Cc1cc(O)ccc1Nc1nc2ccccc2nc1Nc1ccc(O)cc1C,1.6,-1,11,0,8,3,1.7,20,-1.9
C=CCc1c(C)nc2cc(-c3ccccc3)[nH]n2c1=O,1.4,33*,-24,9,14,.,1.9,-3,-3.2
Cc1cccc(N=C2c3cc([N+](=O)[O-])ccc3-c3c2cc([N+](=O)[O-])cc3[N+](=O)[O-])c1,0.9,1,-5,-23,16,.,.,12,-12
Cc1cc(NC(=O)C(C)SCC(=O)Nc2ccc(C(=O)OC(C)C)cc2)no1 (stereo not given),-0.4,-3,-4,1,-1,.,.,0,-3.1
Cc1ccc(CCNC(=O)CCS(=O)(=O)c2cc3c(cc2C)NC(=O)CO3)cc1,-0.6,1,-1,-3,-3,7,-2.3,-7,-2.0
O=C(Nc1ncc2c(n1)CC(c1ccco1)CC2=O)c1ccccc1 (stereo not given),60*,7,-41,13,3,-2,0.2,7,-0.2
COC(=O)C1=C(C(=O)OC)C2OC1c1cc3ccccc3cc12,.,3,-2,45*,3,.,.,-1,-2.0
Cc1cc(=O)n(-c2ccc(Cl)cc2)c(=O)[nH]1,-1.1,22,3,-1,4,3,2.4,-2,-2.3
COc1ccc(CNC(=O)COC(=O)c2ccc(C)c(S(=O)(=O)N3CCOCC3)c2)cc1OC,-0.8,1,?,8,2,0,-0.3,-2,-4.2
COC(=O)C1C(=O)C=C(Nc2ccc(F)cc2F)CC1c1ccccc1 (stereo not given),.,-1,-10,8,0,-1,.,4,-0.3
Cn1c(=O)cc(OCCCC(=O)NCc2ccc(F)cc2Cl)c2ccccc21,.,-1,0,-7,-11,-9,-2.0,-2,-3.6
COCCCn1nnnc1SCC(=O)Nc1ccc2c(c1)OCCO2,1.4,1,-4,-1,2,2,-1.8,-3,-3.7
O=C(NCc1ccccn1)c1ccccc1OCc1ccccc1Cl,6.4,2,-6,-2,3,.,.,-4,-1.6
O=C(O)c1cc(NC(=O)c2ccc(Cl)c([N+](=O)[O-])c2)cc(C(=O)O)c1,.,1,0,-9,0,15,0.1,-3,-3.7
Cc1cc(=O)oc2cc(OCC(=O)Nc3ccc(S(=O)(=O)N(C)C)cc3)ccc12,-0.6,29*,-5,6,-30,-16,0.2,5,1.7
COc1ccc(Cl)cc1Nc1nc(-c2sc(NC(=O)c3ccco3)nc2C)cs1,-1.9,1,-6,-1,-5,-1,1.4,17,-2.3
CCN(CC)S(=O)(=O)c1ccc(C(=O)N(c2ccc(C)cc2)C2C=CS(=O)(=O)C2)cc1 (stereo not given),.,6,.,4,-1,1,0.2,5,-0.4
O=c1[nH]c(SCc2cccc([N+](=O)[O-])c2)nc2[nH]ncc12,.,4,-2,-8,2,-2,0.1,6,-1.2
O=C(NCc1cccs1)C1CCN(S(=O)(=O)c2ccccc2F)CC1,.,5,-8,4,2,-2,4.0,25,-2.2
O=C(NCc1cccs1)C1CC(c2ccc(Cl)c(Cl)c2)=NO1 (stereo not given),.,0,-1,0,-2,-2,0.1,6,-0.4
O=C(Nc1ccccc1C(=O)N1CCCCCC1)c1cccc(S(=O)(=O)N2CCOCC2)c1,.,0,0,3,9,.,.,12,-0.4

Entries of single compounds, looked up by structure. Values in the order: Mtb BioA inh, FBA Mtb inh, BoNT F protease, PrPC TRFRET, MazEF act, Rv3671c inh, UGM FP inh, GDH-TPI inh, FadD28 FP inh
O=C(NCc1cccs1)C1CCN(S(=O)(=O)c2ccccc2F)CC1 is listed with ., 5, -8, 4, 2, -2, 4.0, 25, -2.2
O=C(Nc1ccccc1C(=O)N1CCCCCC1)c1cccc(S(=O)(=O)N2CCOCC2)c1 is listed with ., 0, 0, 3, 9, ., ., 12, -0.4

Other records.
SMILES,Mtb BioA inh,FBA Mtb inh,BoNT F protease,PrPC TRFRET,MazEF act,Rv3671c inh,UGM FP inh,GDH-TPI inh,FadD28 FP inh
CC1CN(S(=O)(=O)c2ccc(C(=O)N3CCc4ccccc43)cc2)CC(C)O1 (stereo not given),-1.2,-1,?,9,-9,3,4.7,0,-0.9
O=S(=O)(NCCSCc1c(Cl)cccc1Cl)c1ccc2c(c1)OCCO2,-0.7,-1,-4,9,3,-7,1.1,4,-4.7
COc1ccc(C)cc1NC(=O)CCS(=O)(=O)c1ccc2c(c1)CCN2C(C)=O,-1.2,-2,-7,2,2,-8,-1.4,14,-2.8
O=C(COC(=O)CCC1CCCCC1)Nc1ccc(OC(F)F)cc1,-2.6,0,-12,-3,5,-11,-0.7,1,0.3
O=C(CN1CCCCCCC1)Nc1cc(Cl)cc(Cl)c1,.,3,-9,5,4,-1,1.4,8,0.1
CCc1nnc(NC(=O)CSc2nnc(C)n2Cc2ccccc2)s1,-0.2,2,-7,0,7,6,0.9,6,-1.0
O=S(=O)(CCn1cccc1)CCn1cccc1,-2.0,1,8,9,-4,0,0.9,3,-1.0
O=C(CSC(=S)N1CCOCC1)c1ccccc1,-1.4,1,9,2,-5,-8,0.9,7,-4.4
COc1cc(C=NNc2ccccc2)ccc1OC(=O)c1ccccc1,-2.7,3,-7,24,-6,.,.,19,-2.1
Cc1sc2nc(C3CC3)nc(N3CCN(C(=O)c4ccccc4F)CC3)c2c1C,-0.4,0,3,-5,0,1,1.1,0,-3.1
CCOC(=O)/C=C/C(=O)OCC(=O)Nc1ccc(C)cc1,.,-2,-1,2,-15,-6,2.2,1,-2.8
O=C(/C=C/c1ccccc1)Nc1ccc2c(c1)C(=O)NC2=O,-5.5,12,-3,-6,11,-15,2.9,26,-2.4
Cn1nc(C(F)(F)F)cc1C(=O)O,.,0,-8,0,12,4,-0.9,1,0.7
O=c1oc(-c2ccc(O)c(O)c2)cc2cc(O)cc(O)c12,0.3,11,-11,-6,32,-11,.,32*,12*
N#Cc1ccc(C2=CC(=O)C[C@H](c3ccc(Cl)cc3)C2)cc1,0.3,4,8,-8,4,-12,2.6,10,-1.2
CC(C)(Oc1ccc(Cl)cc1)C(=O)NC1CC1,0.0,0,19,-4,0,-4,2.0,8,1.8
c1ccc(SCCOCCN2CCOCC2)cc1,0.2,2,?,7,4,6,-1.5,3,-2.1
COc1cccc(CNc2nc3nc(C)cc(=O)n3[nH]2)c1,-0.1,3,-6,-6,-1,6,-2.2,9,-1.6
COCCCN1C(=O)c2ccc(C(=O)OCC(=O)N3CCN(c4ccccc4)CC3)cc2C1=O,.,3,6,6,-1,5,-0.9,2,-2.5
O=C(c1ccccc1)c1cc2cc(Cl)ccc2[nH]1,-0.1,0,1,-4,9,2,-2.4,-3,-2.9
Cc1ccc2c(CC(=O)NCc3ccc4c(c3)OCO4)coc2c1,-0.7,0,4,3,-11,0,-1.0,11,-1.6
COc1cc(/C=C(\C#N)c2nn(CCO)c(N)c2C#N)cc(OC)c1OC,.,0,0,-17,-2,4,-2.4,19,-5.4
O=C(NCCO)C(F)(F)C(F)(F)C(F)(F)OC(F)(C(=O)NCCO)C(F)(F)F (stereo not given),-1.3,3,6,0,5,1,1.6,4,-2.6
Cc1ccc(/C=N/Nc2ncnc3nc[nH]c23)cc1,.,-5,-7,-2,4,5,-4.4,64*,-1.8
CCOC(=O)N1CCN(S(=O)(=O)c2c(C)nc3sccn3c2=O)CC1,-0.5,0,-1,-3,4,2,0.2,17,0.7
CS(=O)(=O)NCCNc1ncc(C(F)(F)F)cc1Cl,.,1,-3,2,5,9,0.5,1,1.1
O=C(Nn1cnc2ccccc2c1=O)c1ccccc1,.,4,-3,-2,-1,2,4.7,14,0.7
CC1CN(C(=O)CCC(=O)N2CCOCC2)c2ccccc2O1 (stereo not given),-1.5,1,-1,0,10,-6,2.0,5,-0.4
